From PubChem
SKN-1 inh: blocks SKN-1 activity in C. elegans; C. elegans VP596 Pgst-4::GFP/RFP ratio, acrylamide-induced, 24 h; inhibition, % at 21.8 µM; 360,000 compounds, 0.49% hits;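 active = interference check ratio from 0.5 to 1.5 plus GFP to RFP signal ratio inhibition reaching or exceeding a fixed threshold, cut at about 30% in these data, passing the limit was not always enough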; note: some compounds called inactive have numbers as strong as hits
MT1-MMP act inh: inhibitors of human MT1-MMP activation; P50281; HT1080 RFP-PRO-GFP cells, GFP/RFP ratio fluorescence, overnight; percent of plate control window, DMSO zero; GFP/RFP ratio change, % at 20 µM; 360,000 compounds, 0.061% hits;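 active = GFP/RFP ratio change of at least 30% with cell ATP level not reduced by more than half and red fluorescence within 50% of control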; note: strong numbers were not always called active
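Assay system: RFP-PRO-GFP reporter HT1080 cells; read-out basis: GFP/RFP fluorescence ratio; benchmarks: DMSO wells and RFP-L50D-GFP cells; doses: 20 µM single dose, 1% DMSO; schedule: overnight cell settling, then overnight compound exposure, 37 °C, 5% CO2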
bovine MsrA act: bovine methionine sulfoxide reductase A activation; purified bovine MsrA, absorbance read-out; activation, % at 10.6 µM; 360,000 compounds, 0.3% hits; AID 602163; in the data active = activation above about 7.5%;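 note: 0% = vehicle and 100% = reference activator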
MLLE-PAM2 inh: inhibitors of microRNA-mediated deadenylation, human PABP1 MLLE binding | GST-MLLE / FITC-PAM2 fluorescence polarization | inhibition, % at 20 µM | 360,000 compounds, 0.36% hits | AID 588489; in the data active = inhibition above about 35%, passing the limit was not always enough;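 note: plate controls were DMSO wells with GST-MLLE for no effect and wells lacking GST-MLLE protein for full effect; some results filed as inactive read as strong as hits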
Tb MetRS inh: Trypanosoma brucei MetRS inhibition | purified T. brucei MetRS, ATP depletion, Kinase-Glo luminescence | inhibition, % at 11.9 µM | 360,000 compounds, 0.4% hits;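 active = inhibition above a per-plate cutoff of the control wells' mean inhibition plus 3 SD, cut at about 5.5% in these data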;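 note: 0% = DMSO wells median and 100% = median of wells with control inhibitor compound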
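Material – parasite MetRS enzyme · Medium – HEPES-MgCl2-KCl buffer plus DTT, spermine, BSA, pyrophosphatase · Reagent – ATP, methionine and E. coli bulk tRNA substrates · Times – 15 min enzyme-compound preincubation, 2 h reaction, 10 min detection, 25 °C · Measured by – luminescence of leftover ATP · Evaluation – percent inhibition relative to median high and low control wells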
CendR NRP1 mod: alters CendR peptide binding to human NRP-1; FAM-RPARPAR peptide binding to NRP-1, fluorescence polarization; 360,000 compounds, 0.85% hits; O14786; inhibition, % at 25 µM;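 active = inhibition or corrected inhibition above about 18%, plus a signal ratio from 0.5 to 1.5, limit read from the data, passing the limit was not always enough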; note: strong numbers were not always called active
FAS TE block: inhibitors of human fatty acid synthase thioesterase domain; P49327; recombinant FAS-TE, OMFH fluorogenic substrate, fluorescence endpoint; inhibition, % at 15 µM; 360,000 compounds, 0.67% hits; AID 602261;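 active = compounds whose normalised, plate-corrected inhibition of enzyme fluorescence in the single-dose primary screen is 50% or more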;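 note: 0% = DMSO with enzyme and 100% = substrate without enzyme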
MsrA inhibitor: inhibits bovine methionine sulfoxide reductase A; purified bovine MsrA, absorbance read-out; inhibition, % at 15.5 µM; 360,000 compounds, 0.75% hits; in the data active = inhibition above about 4.5%;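 note: 0% = vehicle wells with enzyme and 100% = reference inhibitor wells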
eLon inh: E. coli protease La inhibition; 360,000 compounds, 0.42% hits; P0A9M0; purified E. coli Lon protease, fluorescence polarization; inhibition, % at 7.94 µM; in the data active = inhibition above about 13%, passing the limit was not always enough;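 note: 0% = enzyme with probe and DMSO and 100% = no enzyme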
Target sequence (P0A9M0 whole entry, looked up): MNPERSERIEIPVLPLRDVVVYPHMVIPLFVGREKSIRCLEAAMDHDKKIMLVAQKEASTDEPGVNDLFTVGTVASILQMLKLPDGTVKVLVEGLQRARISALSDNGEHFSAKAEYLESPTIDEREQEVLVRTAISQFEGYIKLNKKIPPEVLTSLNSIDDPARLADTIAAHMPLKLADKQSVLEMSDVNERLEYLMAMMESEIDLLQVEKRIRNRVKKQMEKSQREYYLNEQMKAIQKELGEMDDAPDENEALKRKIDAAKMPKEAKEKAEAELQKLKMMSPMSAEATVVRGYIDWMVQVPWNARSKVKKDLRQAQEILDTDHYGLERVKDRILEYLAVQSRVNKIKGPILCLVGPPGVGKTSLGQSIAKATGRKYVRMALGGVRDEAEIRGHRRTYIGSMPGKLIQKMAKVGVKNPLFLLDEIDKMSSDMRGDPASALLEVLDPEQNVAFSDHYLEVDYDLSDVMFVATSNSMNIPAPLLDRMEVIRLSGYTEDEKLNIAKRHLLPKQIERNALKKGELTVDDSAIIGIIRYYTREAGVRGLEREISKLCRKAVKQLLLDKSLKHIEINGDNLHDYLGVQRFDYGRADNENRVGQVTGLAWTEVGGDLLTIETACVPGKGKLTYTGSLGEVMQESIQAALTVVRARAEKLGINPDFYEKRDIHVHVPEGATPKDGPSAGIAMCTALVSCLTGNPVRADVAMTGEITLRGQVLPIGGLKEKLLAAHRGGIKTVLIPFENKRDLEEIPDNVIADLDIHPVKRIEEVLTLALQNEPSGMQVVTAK
* hit, by the source's call; nt = not tested or not shown.

Results follow in this order: SKN-1 inh	MT1-MMP act inh	bovine MsrA act	MLLE-PAM2 inh	Tb MetRS inh	CendR NRP1 mod	FAS TE block	MsrA inhibitor	eLon inh
> O=C(NC1CCN(Cc2ccccc2)CC1)C12CC3CC(CC(C3)C1)C2
→ -2	6	-4	1	-0.7	11	-8	1.7	0
> COc1ccc(OC)c2c1nc1n2CCS1
→ 3	5	-1	29	0.2	8	-11	0.0	3
> Cc1ccc(CNCCCn2cnc(C(=O)Nc3ccc(C)c(C)c3)n2)o1
→ 4	1	-5	6	0.1	-2	-10	-1.1	-1
> Cc1c(NC(=O)c2cnn3cccnc23)c(=O)n(-c2ccccc2)n1C
→ 3	-1	1	0	-0.5	0	-6	nt	-1
> CC(C)(C)OC(=O)N(Cc1ccccc1)Cc1ccccc1OCc1cccc(NC(=O)C2CCC2)c1
→ 8	-10	-2	3	-0.8	1	19	0.9	-5
> COc1ccc(S(=O)(=O)N2CCC(C(=O)Nc3c(F)cccc3F)CC2)cc1
→ 1	-2	-1	-1	-0.2	-6	-4	-0.6	-1
> COc1c(OC2OC(C(=O)O)C(O)C(O)C2O)cc(O)c2c(=O)cc(-c3ccccc3)oc12 (stereo not given)
→ 0	2	-13	-1	-0.1	-3	-10	4.3	-3
> C=CCn1c(SCC(=O)Nc2ncc(Cc3cc(C(F)(F)F)ccc3Cl)s2)nnc1-c1ccncc1
→ 6	6	-4	-3	-0.1	7	-8	-0.2	7
> COc1ccc2c(C)cc(=O)sc2c1
→ -3	2	-1	0	0.0	-4	-5	0.5	5
> Cc1csc(C(=O)O)c1-n1cccc1
→ 6	3	0	2	-0.1	-15	-3	0.5	8
> CCc1ccc2c(c1)NC(=O)C2(C)Cc1ccccc1C#N (stereo not given)
→ 8	2	-2	4	-0.2	-6	0	0.5	3
> CCOc1ccc(-c2cc(CCCC(=O)N3CCN(c4ccc(OC)cc4)CC3)no2)cc1
→ -8	4	-7	3	-1.5	-13	-7	1.5	-6
> Cc1ccc(-n2c(-c3nn(C)cc3Cl)n[nH]c2=S)cc1
→ 3	-1	1	-5	0.2	-9	-6	-0.5	-5
> Cc1cc(C)n2nc(C(=O)OCC(=O)c3c[nH]c4ccccc34)nc2n1
→ 2	-2	-1	-34	0.6	4	-1	-0.6	-5
> C=COCCNC(=S)Nc1cccc(Cl)c1
→ -7	-1	1	4	0.1	4	-8	2.4	5
> CCc1ccc(NC(=O)CCc2c(C)nn(-c3ccc(N4CCOCC4)nn3)c2C)cc1
→ -6	2	-4	-11	-0.2	7	0	-0.2	-2
> S=c1[nH]nc(COc2ccccc2)n1/N=C/c1ccc(Cl)c(Cl)c1
→ -5	-1	-1	-45	-0.8	-1	38	-0.2	-2
> C[C@H]1CCC(=O)N([C@H](CSc2ccc(Br)cc2)Cc2ccccc2)CC1
→ 20	-12	-2	10	-0.3	8	29	-0.3	-1
> CCC(C)c1ccccc1NC(=O)c1cccnc1 (stereo not given)
→ -3	-1	2	6	0.4	8	-3	0.1	-7
> COc1ccccc1C(=O)NC(=O)CSc1nncn1C
→ 10	3	-4	7	-0.3	26*	-3	-0.9	-9
> CN1CCN(C2CN(Cc3cn(Cc4ccccc4)nn3)S(=O)(=O)C2)CC1 (stereo not given)
→ -7	2	-8	nt	-1.2	5	-8	0.7	-14
> CCOC(=O)C(C(=O)OCC)c1cc(Br)c2noc3c2c1C(=O)c1ccccc1-3
→ 39	-29	-1	30	-0.5	127	-78	0.1	-7
> COc1ccc(C(=O)c2oc3ccccc3c2NC(C)=O)cc1
→ 11	-3	-8	12	-0.5	7	8	2.3	-10
> CCOC(=O)CS(=O)(=O)c1ccc(C(F)(F)F)cn1
→ 13	4	-1	4	-0.1	3	-5	-0.1	9
> OCc1cn(-c2ccc(Cl)cc2)nn1
→ -6	-2	-1	-2	0.1	12	-5	1.7	-10
> O=C(/C=C/c1ccco1)NCC1(c2ccccc2)CCCC1
→ -6	2	-1	-2	-0.5	-6	-3	1.2	-5
> CN(CC(=O)N1CCc2ccccc2C1)c1ccccc1
→ 18	3	0	10	1.0	6	-1	-1.0	-8
> Cc1nc(SCCOc2ccccc2F)[nH]c(=O)c1Cc1ccccc1
→ 5	1	-2	3	0.3	8	-8	-0.4	-3
> Fc1cc(F)c2nc(N3CCCCC3)sc2c1
→ -11	-3	-8	0	-0.4	-26	0	0.3	4
> COc1ccc(C2SC[C@@H](C(=O)O)N2C(C)=O)cc1 (stereo not given in full)
→ -10	1	6	10	-0.1	-15	-6	0.1	8

By substructure, the entries above containing a CF3 group.
Results follow in this order: SKN-1 inh	MT1-MMP act inh	bovine MsrA act	MLLE-PAM2 inh	Tb MetRS inh	CendR NRP1 mod	FAS TE block	MsrA inhibitor	eLon inh
> C=CCn1c(SCC(=O)Nc2ncc(Cc3cc(C(F)(F)F)ccc3Cl)s2)nnc1-c1ccncc1
→ 6	6	-4	-3	-0.1	7	-8	-0.2	7
> CCOC(=O)CS(=O)(=O)c1ccc(C(F)(F)F)cn1
→ 13	4	-1	4	-0.1	3	-5	-0.1	9

(more compounds)
Results follow in this order: SKN-1 inh	MT1-MMP act inh	bovine MsrA act	MLLE-PAM2 inh	Tb MetRS inh	CendR NRP1 mod	FAS TE block	MsrA inhibitor	eLon inh
> CCOc1ccccc1NC(=O)c1c(NC(=O)CCC(=O)O)sc2c1CCCCC2
→ 6	-29	-4	-38	-0.2	-15	1	1.7	-21
> O=C(Nc1ccccc1Cl)c1ccc(C(=O)Nc2ccccc2Cl)cc1
→ -10	2	-4	4	-0.6	2	-7	1.1	-13
> Cn1c(-c2sccc2OCc2ccc(Cl)cc2Cl)n[nH]c1=S
→ 4	-4	17*	-13	2.6	11	6	0.7	-8
> CC(=O)c1cccc(-n2nnnc2SCC(=O)Nc2ccccc2N2CCCCC2)c1
→ 0	-13	-4	-66	-0.3	4	29	0.8	-5
> CN(C(=O)CC1C(=O)NCCN1Cc1cccc(F)c1F)C1CC(C)(C)NC(C)(C)C1 (stereo not given)
→ 14	-1	-4	4	-0.3	16	-4	0.2	-2
> Cc1cc(C)nc(NC(=O)c2c(Cl)cccc2Cl)n1
→ -12	-2	-15	-9	-1.7	-5	1	-1.3	1
> CCOC(=O)C(C(=O)NCc1cccc(OC)c1)c1ncc(C(F)(F)F)cc1Cl (stereo not given)
→ -11	0	-4	2	-1.1	4	29	0.2	6
> Cc1ccc(C(=O)Nc2ncc(C)s2)s1
→ 8	10	-1	-4	0.0	9	-4	1.3	-1
> NC(=S)N=Nc1c(O)[nH]c2c(Br)cc(Br)cc12
→ 7	0	-11	9	-1.3	-14	-1	1.7	3
> COC(=O)c1cnn(-c2ccccc2)c1C(OC)OC
→ 3	-1	-5	-4	-1.0	6	0	-1.5	6
> COc1ccc(Nc2cc(C(=O)NCc3ccco3)c3ccccc3n2)c(OC)c1
→ -9	18	-7	-5	-1.2	-14	0	1.2	5
> CCOc1ccccc1NC(=O)Cn1[nH]c(=O)c2ccccc2c1=O
→ -7	3	-2	1	-0.6	2	-2	nt	2
> COc1cc2[nH]c(=O)n(CCC(=O)N3CCN(c4cccc(C)c4C)CC3)c(=O)c2cc1OC
→ -20	3	-6	-15	-1.6	-15	6	-0.7	-7
> Cc1ccccc1NNC(N)=S
→ 0	0	-3	-103	-0.6	-1	-3	0.6	-1
> CSCCC1NC2(C(=O)Nc3c(Cl)cccc32)[C@@H]2C(=O)N(C3CCCC3)C(=O)[C@H]12 (stereo not given in full)
→ -24	5	-1	-6	0.0	-9	-5	-1.3	-9
> Cc1c([N+](=O)[O-])cc(S(=O)(=O)Nc2ccc(-c3ccc(N4CCCC4)nn3)cc2)cc1[N+](=O)[O-]
→ -5	1	-1	3	-0.3	-6	87*	0.2	2
> COCCNC(=O)C1(S(=O)(=O)c2ccccc2)CC=CC1
→ 11	0	-5	11	-0.4	12	-3	-0.1	2
> CN1C(C)(C)CC(O)(C(=O)O)CC1(C)C
→ 8	0	-7	6	-1.2	17	-4	1.3	-3
> O=C(NCCCN1CCCC1)c1[nH]c(C(F)(F)F)nc1-c1ccccc1
→ 1	-2	-10	5	-0.1	-1	-5	0.8	-16
> COc1ccc(OCCC(=O)OCC(=O)Nc2ccc(S(=O)(=O)N3CCOCC3)cc2)cc1
→ -3	-1	-14	4	-0.5	-2	-8	-0.9	4
> COc1cccc(CNC(=O)CSCc2cnn(-c3ccccc3)c2-n2cccc2)c1
→ 11	1	-2	-3	-0.2	-2	12	1.2	-2
> O=C(NCCCO)c1ccc2[nH]c3c(c2c1)CCCC3
→ -3	2	-11	-1	-1.7	-2	-6	1.5	-6
> Nn1c(SCc2ccccc2F)nnc1-c1cccnc1
→ 32	-1	5	-5	0.3	5	-3	0.0	-1
> O=C1c2cccnc2C(O)N1Cc1ccccc1 (stereo not given)
→ -2	-2	-4	-6	-0.7	3	-14	-1.6	-1
> C[C@H](CO)N1C[C@H](C)[C@@H](CN(C)S(=O)(=O)c2ccccc2)Oc2ccc(NS(=O)(=O)c3ccc(F)cc3)cc2C1=O
→ 1	5	-4	4	-0.3	-3	-4	-0.3	-8
> O=C(CN(Cc1ccccc1)S(=O)(=O)c1ccc2c(c1)OCCO2)N/N=C/c1ccc(F)cc1
→ 5	-6	0	4	-0.3	-7	33	0.1	-5
> O=C(CNc1cc(S(=O)(=O)N2CCOCC2)ccc1NCC1CCCO1)Nc1cccc(F)c1 (stereo not given)
→ -2	3	-5	-3	14*	-12	2	2.2	-6
> O=C1CCCN1c1ccc(C(=O)N(Cc2nnc(-c3ccccc3Cl)o2)C2CC2)cc1
→ 6	2	-7	-32	-0.7	4	-4	-0.5	-5
> CN(C)S(=O)(=O)c1ccc(S(=O)(=O)NCc2cccs2)cc1
→ -17	0	-2	7	-0.1	4	-2	0.4	7
> CCCCCCn1c(=O)c(Cc2ccccc2)c(O)c2ccccc21
→ -2	-5	-5	14	-0.7	4	-2	0.1	0
> COC(=O)c1cccc(Cn2c(Cl)c(/C=N/NC(=O)c3ccccc3Cl)sc2=O)c1
→ -9	2	-2	-98	0.1	-39	4	3.9	-8
> COc1ccc(COC(=O)C2=C(C)NC(=O)NC2c2ccc(F)cc2)cc1 (stereo not given)
→ 3	-8	0	4	-0.9	5	3	-0.6	-4
> CC(NC(=O)COC(=O)c1ccc(OCC2CCCO2)cc1)c1ccccc1Cl (stereo not given)
→ 4	2	-2	-7	-0.5	-5	2	-1.3	-10
> N#Cc1ccc(C(c2nnnn2CCc2ccccc2)N2CCCCCC2)cc1 (stereo not given)
→ -8	-16	-1	-5	-0.2	1	28	-0.2	-8
> Cc1ccc(CSc2nn3c(=O)c(C)nnc3s2)cc1
→ 6	1	-4	3	-0.1	-10	-4	0.9	-4
> COc1ccc2nc3oc(C(=O)Nc4ccc(OC)c(OC)c4)cc3cc2c1
→ 23	7	0	-20	-0.4	-2	-6	0.0	8
> Nc1ncnc2c1ncn2[C@@H]1O[C@H](CNCC(O)CO)[C@@H](O)[C@H]1O (stereo not given in full)
→ 3	2	-1	4	0.0	-17	-9	-1.4	0
> Cc1ccc(NC(=O)COC(=O)c2cccc3c(=O)c(C)c(-c4ccccc4)oc23)cc1
→ 9	3	-5	3	-0.5	-5	-2	0.7	-6
> CCCOc1ccc(/C=N/Nc2ccccn2)cc1OC
→ 4	4	-3	12	-0.5	-17	2	2.3	-4
> Cc1noc(C)c1COc1cccc(C(=O)Oc2ccc3c(c2)OCO3)c1
→ 2	-6	-2	-4	-1.0	-12	25	-0.6	-3
> COC(=O)N/N=C/c1c(C)cc(C)cc1C
→ 10	4	-4	2	0.1	-1	-7	-0.1	-4
